Bioassay records (PubChem)
GSTO1 counter – counter-screen for RBBP9 inhibitors: inhibitors of human GSTO1; P78417; AID 1974; inhibition, % at 5.96 µM; recombinant GSTO1, activity-based probe fluorescence polarization; 1.1% of 300,000 active;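 active = inhibition above the campaign mean inhibition plus 3 SD, cut at about 35% in these data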;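 also: 0% = GSTO1-1 with DMSO and 100% = wells lacking GSTO1-1 enzyme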
PAD4 FP inh – inhibitors of human PAD4 | Q9UM07 | recombinant PAD4, RCA probe fluorescence polarization | inhibition, % at 6.36 µM | 0.41% of 330,000 active;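 active = percent inhibition above a cutoff equal to the mean of all tested compounds plus 3 SD, cut at about 15% in these data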;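 also: 0% = PAD4 with RCA probe and DMSO and 100% = probe without PAD4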
ZTA DNA inh – blocks Epstein-Barr virus ZTA, an EBNA-1 counter-screen | P03206 | ZTA-DNA binding, fluorescence polarization | inhibition, % at 11 µM | 0.15% of 320,000 active | AID 2234; in the data active = inhibition above about 33%
Target sequence (P03206 whole entry, looked up): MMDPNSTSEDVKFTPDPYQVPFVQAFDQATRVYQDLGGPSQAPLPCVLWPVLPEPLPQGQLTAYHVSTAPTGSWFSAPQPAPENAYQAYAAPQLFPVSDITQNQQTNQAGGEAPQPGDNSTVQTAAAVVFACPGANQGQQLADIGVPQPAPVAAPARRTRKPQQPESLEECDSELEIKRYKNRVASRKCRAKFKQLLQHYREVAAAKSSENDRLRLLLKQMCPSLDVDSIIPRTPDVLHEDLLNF
PREPL inhibitor – human PREPL enzyme inhibition | recombinant PREPL, fluorescence polarization activity-based probe | inhibition, % at 5.96 µM | 0.68% of 320,000 active | AID 2751; in the data active = inhibition above about 43%;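 also: 0% = enzyme with DMSO and 100% = wells lacking enzyme; many of its hits are not listed in these tables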
EBNA-1 inhibitor – blocks EBNA-1 binding to DNA. EBNA-1 DNA binding, fluorescence polarization. inhibition, % at 14.8 µM. 0.34% of 300,000 active; in the data active = inhibition above about 28%
LYPLA1 inh – blocks human lysophospholipase 1, a PME1 counter-screen | O75608 | recombinant LYPLA1, FP-Rh probe fluorescence polarization | inhibition, % at 5.9 µM | 0.16% of 320,000 active | AID 2174;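 active = inhibition above the mean of all tested compounds plus 3 SD, set per campaign, cut at about 14% in these data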;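 also: inhibitors block serine hydrolase probe labeling of LYPLA1 so polarization falls; 0% = enzyme with DMSO and 100% = wells lacking LYPLA1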
Target sequence (O75608 whole entry, looked up): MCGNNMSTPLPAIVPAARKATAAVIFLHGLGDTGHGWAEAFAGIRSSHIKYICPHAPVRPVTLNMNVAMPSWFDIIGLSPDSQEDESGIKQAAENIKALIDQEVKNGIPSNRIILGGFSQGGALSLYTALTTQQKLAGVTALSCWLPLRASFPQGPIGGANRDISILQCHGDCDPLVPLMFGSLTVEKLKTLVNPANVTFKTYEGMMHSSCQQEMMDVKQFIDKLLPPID
PAFAH1B3 inh – inhibitors of human PAFAH1B3 | Q15102 | recombinant PAFAH1B3, FP-rhodamine probe, fluorescence polarization | inhibition, % at 3.39 µM | 0.28% of 340,000 active | AID 492972;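 active = inhibition above the screen-wide average of all tested compounds plus 3 SD, cut at about 25% in these data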;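 also: 0% = enzyme with DMSO only and 100% = wells lacking PAFAH1B3 protein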
Target sequence (Q15102 whole entry, looked up): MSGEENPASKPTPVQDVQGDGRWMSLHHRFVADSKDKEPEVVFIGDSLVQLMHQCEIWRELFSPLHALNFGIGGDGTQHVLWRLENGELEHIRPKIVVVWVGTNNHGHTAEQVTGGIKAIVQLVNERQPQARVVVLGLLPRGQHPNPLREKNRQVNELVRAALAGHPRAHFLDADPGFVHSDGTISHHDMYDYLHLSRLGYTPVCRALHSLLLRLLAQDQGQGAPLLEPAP
PAFAH2 FP inh – PAFAH2 (human) inhibition | recombinant PAFAH2, FP-rhodamine activity probe, fluorescence polarization | Q99487 | 0.99% of 340,000 active | AID 492956 | inhibition, % at 3.39 µM;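 active = inhibition above the mean over all tested compounds plus 3 SD, cut at about 30% in these data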;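 also: inhibitors block probe labeling of enzyme so polarization drops; 0% = enzyme with DMSO and 100% = wells lacking PAFAH2 protein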
LYPLA2 counter – LYPLA2 (human) inhibition in PME1 counter-screen. recombinant LYPLA2, FP-Rh probe fluorescence polarization. inhibition, % at 5.9 µM. 0.38% of 320,000 active;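 active = inhibition above the screen-wide mean plus 3 SD, limit set per campaign, cut at about 26% in these data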;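 also: 0% = LYPLA2 with DMSO and 100% = wells lacking LYPLA2 enzyme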
Target sequence (O95372 whole entry, looked up): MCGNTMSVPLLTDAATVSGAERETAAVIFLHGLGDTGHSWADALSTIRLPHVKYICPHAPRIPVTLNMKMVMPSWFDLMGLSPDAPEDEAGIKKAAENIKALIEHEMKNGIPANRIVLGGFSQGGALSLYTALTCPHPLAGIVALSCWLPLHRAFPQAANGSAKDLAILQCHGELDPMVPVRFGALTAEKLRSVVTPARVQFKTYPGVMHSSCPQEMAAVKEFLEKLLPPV
Numbers without * were called inactive; x = not tested or not shown. A portion of the library; the hit share may differ from the screen's.

SMILES	GSTO1 counter	PAD4 FP inh	ZTA DNA inh	PREPL inhibitor	EBNA-1 inhibitor	LYPLA1 inh	PAFAH1B3 inh	PAFAH2 FP inh	LYPLA2 counter
CCOC(=O)CN(C(=O)CSc1nnc(C)n1-c1ccccc1)c1ccccc1	11	-1	12	6	-1	0	12	-5	2
CCS(=O)(=O)N1CCN(C(=O)c2cccs2)CC1	-6	-5	6	11	2	1	4	6	0
CCOC(=O)c1c(C)c(C)n(Cc2cccc(OC)c2OC)c1C	1	1	2	9	1	-4	3	-1	-3
O=C(O)c1ccc2c(c1)C(=O)N(C(Cc1ccccc1)C(=O)O)C2=O (stereo not drawn)	-11	-3	-4	-36	2	0	-9	18	-8
Cc1c(C(=O)N2CCN(C3CCS(=O)(=O)C3)CC2)oc2c(F)cccc12 (stereo not drawn)	x	-1	8	5	x	1	-2	-1	4
CCC(C)N(C(=O)CSc1ccc(NC(C)=O)cc1)C1CCS(=O)(=O)C1 (stereo not drawn)	-1	-2	20	-4	13	1	4	0	1
CCCCN(CCCC)CCCNC(=O)c1ccc2nc(-c3ccccc3NC(C)=O)c(=O)[nH]c2c1	0	1	5	8	-3	3	2	2	5
O=C1N(c2ccccc2C(F)(F)F)O[C@@]1(c1ccccc1)C1CCCC1	x	-4	-12	18	x	3	2	-1	5
Cc1ccc(CSc2nnc(-c3ccncc3)n2N)cc1	5	1	12	-1	-13	-2	x	x	-1
CC1=C/C(=C(\c2cc(C)c(O)c(Br)c2)c2ccccc2S(=O)(=O)O)C=C(Br)C1=O	16	-14	7	-20	9	-14	-26	-31	-25
Nc1c(S(=O)(=O)c2ccccc2)c2nc3ccccc3nc2n1/N=C/c1cccc(O)c1	-129	-12	18	-21	2	-38	-93	-46	-61
O=C(O)CCCN=CC1=C(O)CNC1=O	1	-9	5	-7	-12	-4	9	5	-7
O=C(C1CCCCC1)N(CCN1CCCC1)c1nc2ccccc2s1	-5	-6	-14	13	-1	2	8	-3	2
O=C(CCC(=O)c1ccc(Br)cc1)Nc1cccc(C(F)(F)F)c1	-5	-4	3	-3	-3	-5	8	-6	-8
CCOc1cc(C(=S)N2CCOCC2)ccc1O	-6	-1	-8	-1	1	-2	4	1	-3
N/C(=N\O)c1cccc(CS(=O)(=O)c2ccccn2)c1	9	1	-5	5	3	2	8	13	3
Cc1ccc2nc(NC(=O)CSc3nc(=O)n(CCN(C)C)c4c3CCCC4)sc2c1	-8	4	-1	20	-8	-2	7	-1	7
COc1cccc(NC(=O)CN2C(=O)CSc3nc(C)cc(C)c32)c1	2	2	3	-6	-11	-3	4	-2	3
O=C(Oc1ccccc1N1C(=O)C2CCCCC2C1=O)c1ccc(Cl)cc1 (stereo not drawn)	-2	-4	-9	-9	-1	1	0	5	-2
CC(c1ccccc1)N1CC(C(=O)O)CC1=O (stereo not drawn)	-3	-5	-5	2	0	6	9	5	3

Rewritten as comma-separated lines: 4 of the compounds above
structure,GSTO1 counter,PAD4 FP inh,ZTA DNA inh,PREPL inhibitor,EBNA-1 inhibitor,LYPLA1 inh,PAFAH1B3 inh,PAFAH2 FP inh,LYPLA2 counter
CCOC(=O)CN(C(=O)CSc1nnc(C)n1-c1ccccc1)c1ccccc1,11,-1,12,6,-1,0,12,-5,2
CCC(C)N(C(=O)CSc1ccc(NC(C)=O)cc1)C1CCS(=O)(=O)C1 (stereo not drawn),-1,-2,20,-4,13,1,4,0,1
Cc1c(C(=O)N2CCN(C3CCS(=O)(=O)C3)CC2)oc2c(F)cccc12 (stereo not drawn),x,-1,8,5,x,1,-2,-1,4
O=C(CCC(=O)c1ccc(Br)cc1)Nc1cccc(C(F)(F)F)c1,-5,-4,3,-3,-3,-5,8,-6,-8

(cont.)
SMILES	GSTO1 counter	PAD4 FP inh	ZTA DNA inh	PREPL inhibitor	EBNA-1 inhibitor	LYPLA1 inh	PAFAH1B3 inh	PAFAH2 FP inh	LYPLA2 counter
Cn1ncc(Cl)c1C(=O)Nc1nc2ccc(Cl)cc2s1	-7	0	2	-2	-1	-3	1	5	-9
CCN(CC)CCNCC(=O)N1c2ccccc2CCc2ccc(NC(=O)OC)cc21	4	3	-17	28	-2	4	3	-3	8
S=C(N/N=C/c1cccs1)NC1CC2CCC1C2 (stereo not drawn)	-11	-1	-1	9	-7	0	x	x	1
O=C(NC1(C(F)(F)F)C(=O)Nc2c1c(=O)[nH]c(=O)n2Cc1ccccc1)c1ccco1 (stereo not drawn)	-2	-3	-3	4	-3	-4	3	-1	6
CCOc1ccc2nc(N(CCN(C)C)C(=O)c3cc4ccccc4cc3OC)sc2c1	1	1	17	-42	4	-3	3	2	-6
O=C(c1ccccc1F)N1CCN(CC2CC3C=CC2C3)CC1 (stereo not drawn)	-1	1	-6	3	5	-3	2	4	-10
COc1cccc(N2C(=O)N(c3ccccc3Cl)C3CS(=O)(=O)CC32)c1 (stereo not drawn)	6	-1	6	8	4	-3	12	0	6
Cc1ccc(S(=O)(=O)N2CCCCC2)cc1NC(=O)CCc1nc2ccccc2c(=O)[nH]1	13	4	-1	15	5	-1	14	5	2
CSc1sc(C)cc1C=O	3	0	8	1	12	2	4	6	0
Cn1nnnc1NCc1cccc(Cl)c1	2	0	-10	-1	-3	0	9	-1	1
Cc1ccc2cc(CN(CC3CCCO3)C(=O)c3cccs3)c(=O)[nH]c2c1 (stereo not drawn)	8	2	-9	-4	-4	-4	0	-1	-1
COC1(OC)C(/C=C/c2ccc(Cl)cc2)C(C#N)(C#N)C1(OC)OC (stereo not drawn)	-23	3	-11	-6	0	1	-2	2	13
Cc1cccc(NC(=O)C2CC(=O)N(Cc3ccccc3)C2)n1 (stereo not drawn)	-2	1	-29	2	0	-1	0	6	5
COc1ccc(N2CC(O)=C(c3nc(-c4ccccc4)cs3)C2=N)cc1	0	-2	7	14	0	2	7	12	1
COc1ccccc1N1CCN(C(=O)c2cc3cc(C)ccc3[nH]2)CC1	7	3	-21	-8	-7	0	2	6	3
CN(C)c1ccc(C(=S)N2CCCCC2)cc1Br	10	2	-7	7	-1	-2	9	2	2
CC(CC(=O)N1CCN(S(=O)(=O)c2ccccc2)CC1)n1cncn1 (stereo not drawn)	-5	5	-2	5	8	-1	7	6	3
O=C(CSc1nnc(Cc2cc(=O)[nH]c(=O)[nH]2)n1-c1ccccc1)NCC1CCCO1 (stereo not drawn)	4	3	-18	-7	-5	1	2	-2	1
CCOC(=O)c1sc(=N)n(-c2ccc(OC)cc2)c1C	0	0	17	17	7	-1	4	2	3
CS(=O)(=O)N(CC(=O)NC1CCCCC1)c1cccc(F)c1	15	0	3	-3	5	-2	14	7	1
CCc1noc(C)c1C(=O)OCC(=O)Nc1ccc(F)cc1Cl	x	2	6	6	x	0	-3	-2	3
Cc1ccccc1-c1n[nH]c(=S)n1/N=C/C=C/c1ccco1	33	-2	1	6	4	1	5	7	-2
COCc1cc(CN(C)C(=O)c2oc3c(F)cccc3c2C)[nH]n1	-5	-5	9	-9	7	1	4	4	0
CN(C)C1CCN(Cc2cc(COCc3ccccc3)c3cccnc3c2O)C1 (stereo not drawn)	x	-8	x	40	x	x	17	6	x
COC(=O)c1cc(=O)c2c([N+](=O)[O-])ccc(OC)c2o1	7	-2	8	-8	2	0	1	-4	3
N#Cc1cc(Br)ccc1N=C1CCCN1c1ccccc1	-6	1	-1	8	-12	-3	6	5	-1
COc1ccc(-c2cn(-c3ccc(C)c(Cl)c3)c(=S)[nH]2)cc1OC	2	-5	-7	13	-8	0	15	-1	1
COCCOC(=O)C1=C(C)N(Cc2ccccc2)C(=O)NC1c1ccc(OC)cc1 (stereo not drawn)	-1	-4	6	-14	-2	-2	-2	-1	8
COc1ccc(NC(=O)Cn2nnc(C(=O)NCc3ccc4c(c3)OCO4)c2N)cc1	-3	-3	-2	-17	1	-4	-4	4	-6
COc1ccc(/C=N/NC(=O)c2cccnc2)cc1	2	-7	-1	7	-23	0	7	-3	0
Cn1nc(/C=C/c2ccccc2)ccc1=O	-3	6	-1	-34	4	-2	3	3	0
Cc1sc(NC(=O)CCCC(=O)O)c(C(N)=O)c1-c1ccccc1	-4	0	5	-4	8	-1	-1	2	3
O=C(CN(c1ccccc1)S(=O)(=O)c1ccccc1)NCCSCc1ccco1	6	-5	8	-6	-6	-6	-2	4	-14
CNC(=O)c1sc(Nc2cc(C)ccc2C)nc1C	2	-5	12	0	7	1	4	-4	-1
Cc1c(C(=O)O)oc2ccc(S(=O)(=O)NCCC3=CCCCC3)cc12	37*	-2	3	-2	-1	-2	4	-10	-2
CCc1ccc(-c2cc(C)no2)cc1S(=O)(=O)N1CC(=O)Nc2ccccc21	16	-7	2	-1	-1	-6	-8	2	4
[O-][n+]1ccccc1SCc1ccccc1	0	0	-4	10	0	2	7	2	-1
Cc1ccc2nc(-c3ccccc3)c(CN3CCSCC3)n2c1	2	0	9	4	1	0	2	7	2
CCOC(=O)CCCNC(=O)CCCNC(=O)C(c1ccccc1)c1ccccc1	1	4	8	4	-2	-3	3	-5	1
COc1ccc(CCNC(=O)C2CCN(S(=O)(=O)c3cccc4nsnc34)CC2)cc1OC	4	-1	-9	4	0	-2	5	3	-3

One compound at a time, as listed above:
CCc1ccc(-c2cc(C)no2)cc1S(=O)(=O)N1CC(=O)Nc2ccccc21 reads GSTO1 counter = 16; PAD4 FP inh = -7; ZTA DNA inh = 2; PREPL inhibitor = -1; EBNA-1 inhibitor = -1; LYPLA1 inh = -6; PAFAH1B3 inh = -8; PAFAH2 FP inh = 2; LYPLA2 counter = 4
CCc1noc(C)c1C(=O)OCC(=O)Nc1ccc(F)cc1Cl reads GSTO1 counter = x; PAD4 FP inh = 2; ZTA DNA inh = 6; PREPL inhibitor = 6; EBNA-1 inhibitor = x; LYPLA1 inh = 0; PAFAH1B3 inh = -3; PAFAH2 FP inh = -2; LYPLA2 counter = 3

Remaining list, next part
SMILES	GSTO1 counter	PAD4 FP inh	ZTA DNA inh	PREPL inhibitor	EBNA-1 inhibitor	LYPLA1 inh	PAFAH1B3 inh	PAFAH2 FP inh	LYPLA2 counter
COc1ccc([C@H]2CC(=O)C=C(c3ccc(-c4ccccc4)c(F)c3)C2)cc1OC	x	-5	-5	2	x	3	8	0	1
CCOC(=O)c1csc(NC(=O)C(C)(C)C)n1	-5	-1	17	-1	6	0	2	-1	1
CN(CCC#N)C(=O)c1cc2c(s1)-c1ccccc1SC2	-5	1	-1	5	-4	-1	17	-3	0
CCn1cc(C(=O)N(C)c2ccc(OC)cc2OC)c2cc(OC)c(OC)cc2c1=O	2	-5	-8	-1	9	1	19	-12	2
O=C(NC(=S)Nc1ccccc1)c1cc([N+](=O)[O-])ccc1N1CCOCC1	-4	1	-1	-1	20	-4	3	0	-4
CC(C)NC(=S)N(C)C1(c2ccccc2Cl)CCCCC1=O (stereo not drawn)	9	-8	-11	9	-4	1	2	-10	-1
CCNC(=O)CN(c1ccc(CC)cc1)S(C)(=O)=O	3	-4	0	4	5	2	2	-3	-3
Cc1cccc(NC(=O)Nc2nnc(N3CCCCC3C)s2)c1C (stereo not drawn)	10	3	-7	8	3	0	6	2	1
Cc1cccc(N2CCN(C(=O)c3ccc(NC(=O)C4CCCO4)cc3)CC2C)c1 (stereo not drawn)	1	0	-11	5	-4	4	-1	-11	13
Clc1cccc(OCCn2ccnc2)c1	2	-4	7	-10	-2	-2	11	2	3
O=C(O)Cn1nc(-c2ccccc2)c2ccccc2c1=O	2	1	-3	-5	0	5	4	-8	10
O=[N+]([O-])c1cccc(-c2ncc3ccccn23)c1	1	-5	17	2	-3	1	1	-1	0
CCOc1nc(OCC)nc(-n2cc(-c3ccccc3)nn2)n1	-1	-1	-5	-14	1	-4	5	6	-2
CCOC(=O)CNC(=O)N1CCc2ccc(NC(=O)c3ccccc3Cl)cc2C1	-3	-3	15	-1	-9	2	5	8	3
CCN(CC)C(=O)c1cccc(-c2ccc(OC)cc2)c1	3	1	12	7	6	-2	3	8	3
O=C(c1ccc(=O)n(Cc2ccc(Cl)c(Cl)c2)c1)N1CCOCC1	0	4	-1	6	11	-2	-4	-5	-3
CCCc1nnc(NC(=O)CCCN2C(=O)c3ccccc3C2=O)s1	4	-2	10	-4	1	0	2	-2	-7
